CHRM4 PAM: human M4 muscarinic receptor positive allosteric modulators, primary screen, CHO-K1 cells, Fluo-8 calcium fluorescence; activation, % at 3 µM; AID 624126, 2012; CHO-K1 hM4/Gqi5, ACh EC20; 0% = ACh EC20, 100% = maximal ACh; actives 0.4% (n = 360,000);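 active = activation above its plate's cutoff, the mean activation of sample wells plus 3 SD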; note: some results filed as inactive read as strong as hits
CRFR2-BP ag: agonists of CRF-BP/CRF-R2 complex, primary screen, cell-based, HEK293, calcium dye fluorescence, uHTS; actives 0.46% (n = 350,000); activation, % at 13.2 µM; calcium dye fluorescence (FLIPR); percent of saturating CRF peptide response; CRF-binding protein / CRF receptor 2 complex (human);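 active = activation of at least 50%, plus an integration ratio under a set limit after plate pattern correction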;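 note: plate controls were neutral control wells without compound for no effect and CRF at EC100 for full effect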
CHRM1 PAM: human M1 muscarinic receptor positive allosteric modulators, primary screen, CHO-K1 cells, Fluo-8 calcium fluorescence, 1536-well | Muscarinic acetylcholine receptor M1 (Homo sapiens), P11229 | CHO-K1 hM1, ACh EC20; 0% = ACh EC20, 100% = maximal ACh | activation, % at 3 µM | actives 0.088% (n = 360,000); in the data active = activation above about 19%, passing the limit was not always enough
Target sequence (P11229 whole entry, looked up): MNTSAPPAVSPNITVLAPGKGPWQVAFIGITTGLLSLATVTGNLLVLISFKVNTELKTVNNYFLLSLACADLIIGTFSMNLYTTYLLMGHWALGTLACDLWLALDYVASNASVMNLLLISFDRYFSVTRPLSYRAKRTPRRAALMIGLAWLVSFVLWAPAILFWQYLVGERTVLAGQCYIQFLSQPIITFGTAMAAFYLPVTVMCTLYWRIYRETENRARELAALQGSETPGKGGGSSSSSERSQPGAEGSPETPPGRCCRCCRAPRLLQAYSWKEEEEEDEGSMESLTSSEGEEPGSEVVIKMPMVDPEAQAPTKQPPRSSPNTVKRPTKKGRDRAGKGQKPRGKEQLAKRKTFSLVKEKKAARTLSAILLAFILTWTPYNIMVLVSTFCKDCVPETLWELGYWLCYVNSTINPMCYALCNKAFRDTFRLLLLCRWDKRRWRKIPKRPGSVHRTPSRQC
M4 ag: human M4 muscarinic receptor agonists, primary screen, CHO-K1 cells, Fluo-8 calcium fluorescence; Muscarinic acetylcholine receptor M4 (Homo sapiens), P08173; actives 0.14% (n = 360,000); CHO-K1 hM4/Gqi5; vehicle 0%, full acetylcholine response 100%; activation, % at 3 µM;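 active = activation above the run mean over all test wells plus 3 SD, cut at about 32% in these data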;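 note: peak over basal fluorescence ratio per well then scaled between controls; 0% = DMSO wells and 100% = acetylcholine at EC100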
CRFR2-BP antag: antagonists of CRF-BP/CRF-R2 complex, primary screen, cell-based, HEK293, calcium dye fluorescence, uHTS; CRF-induced calcium fluorescence; inhibition, % at 11.8 µM; actives 0.59% (n = 350,000);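 active = inhibition of the ligand-induced calcium signal above about 50% at the single tested concentration, limit read from the data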
CHRM5 PAM: human M5 muscarinic receptor positive allosteric modulators, primary screen, CHO-K1 cells, Fluo-8 calcium fluorescence. Muscarinic acetylcholine receptor M5 (Homo sapiens), P08912. CHO-K1 hM5, ACh EC20 PAM; 0% = ACh EC20, 100% = ACh EC100. activation, % at 3 µM. actives 0.3% (n = 360,000);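 active = activation above the run cutoff, the mean activation of all test compounds plus 3 SD, cut at about 18% in these data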
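Measured by: Fluo-8 calcium fluorescence; material: human M5 receptor in CHO-K1 cells; schedule: Post-acetylcholine fluorescence recording 140 s; benchmarks: low control EC20 acetylcholine (0%), high control EC100 acetylcholine (100%); read-out: Max/basal fluorescence ratio as % of EC20–EC100 ACh window; compound: single dose, 3 µM nominal final test concentration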
CHRM5 antagonist: human M5 muscarinic receptor antagonists, primary screen, CHO cells, Fluo-8 calcium fluorescence | Muscarinic acetylcholine receptor M5 (Homo sapiens), P08912 | CHO-hM5 cells, ACh EC80 | inhibition, % at 3 µM | actives 0.59% (n = 360,000);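 active = inhibition above a per-plate cutoff, the mean of that plate's test compounds plus 3 SD, cut at about 27% in these data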;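 note: 0% = acetylcholine EC80 with DMSO and 100% = DMSO without agonist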
M5 ag: human M5 muscarinic receptor agonists, primary screen, CHO-K1 cells, Fluo-8 calcium fluorescence; CHO-K1 hM5 cells; 0% DMSO wells, 100% maximal acetylcholine response; activation, % at 3 µM; actives 0.19% (n = 360,000);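 active = activation above the run's mean over test compounds plus 3 SD, cut at about 23% in these data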;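 note: signal is peak over basal fluorescence ratio across the kinetic read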
CHRM4 antagonist: human M4 muscarinic receptor antagonists, primary screen, CHO cells, Fluo-8 calcium fluorescence | inhibition, % at 3 µM | Muscarinic acetylcholine receptor M4 (Homo sapiens), P08173 | AID 624125, 2012 | actives 0.73% (n = 360,000) | CHO-hM4 cells, ACh EC80;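 active = inhibition above its plate's cutoff, the mean inhibition of sample wells plus 3 SD, cut at about 27% in these data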;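 note: 0% = acetylcholine EC80 with DMSO and 100% = DMSO without agonist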
The depositor's hits bear a star; nt = not tested or not shown.

SMILES | CHRM4 PAM | CRFR2-BP ag | CHRM1 PAM | M4 ag | CRFR2-BP antag | CHRM5 PAM | CHRM5 antagonist | M5 ag | CHRM4 antagonist
COc1cc(/C=C2/SC(=S)NC2=O)ccc1OS(=O)(=O)c1ccc(C)cc1 | -13 | 29 | -10 | 10 | 31 | -17 | 36* | 5 | 11
CCOCCCNC(=O)C(c1ccc(C)cc1)N(Cc1cccs1)C(=O)CNC(C)=O (stereo not given) | 13 | 1.8 | 13 | 1 | 13 | 1 | -8 | 1 | -3
COc1ccc(CN(C)CCc2ccccn2)c(OC)c1OC | -7 | 0.3 | 4 | 0 | 6 | 2 | 1 | -4 | 14
COc1cccc(-c2ccc3ncnc(N(C)Cc4ccco4)c3c2)c1 | 6 | -1.4 | 9 | -1 | -3 | -9 | 7 | -9 | 0
COc1ccccc1OCC(=O)N1CCCC(Nc2ccc(F)c(F)c2)C1 (stereo not given) | 1 | -1.5 | 5 | 5 | 2 | -7 | 14 | -3 | -5
CC(=O)c1ccc(OCc2cc(C(=O)NC(C)CCn3cccn3)no2)cc1 (stereo not given) | -6 | -0.7 | 0 | 3 | 1 | 0 | -5 | 3 | -2
COc1ccc(C(=O)CCC(=O)NCc2cc(OC)cc(OC)c2)cc1 | -2 | -2.7 | 3 | 1 | -3 | 1 | -3 | -2 | -14
COc1ccc([C@H]2/C=C\CN(C(=O)[C@H](Cc3ccccc3)NC(=O)OCC3c4ccccc4-c4ccccc43)CC(=O)N2Cc2ccc(F)cc2)cc1 | -3 | -0.8 | 4 | 5 | -6 | 2 | 4 | 2 | 3
N/C(=N\O)c1ccc(Cl)cc1Cl | -12 | 0.5 | 5 | 0 | -9 | -3 | 7 | -5 | 7
CCC(C)NC(=O)C1CCN(S(=O)(=O)c2ccc3[nH]c(=O)ccc3c2)CC1 (stereo not given) | 7 | -0.5 | 11 | 1 | -14 | -2 | 0 | 1 | -8
Cc1ccc(C(=O)NNC(=O)c2ccc(SCC3CCCO3)c([N+](=O)[O-])c2)cc1 (stereo not given) | 10 | -1.3 | 2 | 2 | 11 | 3 | -6 | -1 | -11
CCOCC(=O)Nc1cc(OC)c(Cl)cc1OC | -2 | -1.0 | 6 | -1 | -9 | 8 | -11 | -3 | 2
CCCOc1cccc(C(=O)NC(=S)Nc2cccc(C(F)(F)F)c2)c1 | -1 | 1.7 | -11 | -1 | -56 | -1 | 1 | 2 | -5
CC(=O)Nc1cccc(NC(=S)Nc2ccc(F)c(Cl)c2)c1 | -15 | 0.7 | -6 | 7 | 5 | -13 | 15 | 5 | 13
O=C(NCc1ccccc1)C1=C[C@@H](c2ccc(C(F)(F)F)cc2)C[C@@H](OCCCCO)O1 | 4 | -0.5 | 7 | 4 | -15 | 5 | 3 | 2 | -5
CC(=O)Nc1ccc(S(=O)(=O)N(C)CC(=O)OCC(=O)NNC(=O)c2ccccc2F)cc1 | 4 | 0.6 | 6 | 0 | -5 | 3 | 0 | 1 | -1
Cc1ccc(C(=O)NCc2ccc3c(c2)OCO3)cc1S(=O)(=O)N1CCOCC1 | -1 | -0.5 | -3 | 2 | 6 | -4 | 1 | 1 | -2
Cc1c(C#N)c(O)n(CCO)c(=O)c1N=Nc1ccc2c(c1)COC2=O | -15 | -1.3 | -5 | 2 | 9 | -8 | 10 | 1 | 14
CC1(C(=O)NS(=O)(=O)c2ccc3c(c2)CCO3)CCN1C(=O)CCc1ccc(Cl)cc1Cl (stereo not given) | 6 | nt | 4 | 1 | nt | 3 | 3 | -3 | -11
CN(Cc1cnccn1)C(=O)C1CCC(=O)N(CCc2ccccc2)C1 (stereo not given) | 1 | -2.2 | 8 | 1 | -2 | 4 | -11 | -3 | -3
CCCOc1cc(N(CC)CC)ccc1/C=C(/C#N)c1nc2ccc(C)cc2[nH]1 | -33 | 107* | -12 | 31 | -137 | -19 | 56* | 39* | 45*
Cc1ccccc1C(=O)NCC(=O)Nc1ccccc1C(F)(F)F | 0 | 2.0 | 1 | 1 | 7 | 1 | -7 | 4 | 7
O=C(CCSCc1ccccc1F)NCc1cccnc1 | 5 | 0.9 | 4 | 2 | 3 | 8 | 10 | 0 | 4
CC(Nc1[nH]c(=O)n(C)c(=O)c1N=O)c1ccccc1 (stereo not given) | 10 | 0.9 | 1 | 2 | -38 | 16 | -6 | 2 | -3
O=C(Nc1cccc(S(=O)(=O)N2CCOCC2)c1)c1ccc(N2CCOCC2)c([N+](=O)[O-])c1 | 2 | -1.4 | -10 | 13 | 19 | -3 | -3 | 3 | -10
COc1ccccc1C(=O)COC(=O)c1nc2nc(C)cc(C)n2n1 | 3 | -0.5 | 4 | 0 | 4 | 0 | 2 | 0 | -11
O=C(NCc1ccccn1)c1ccc(Cl)cc1Cl | -3 | 1.2 | 5 | 0 | 18 | -1 | 5 | -4 | 5

Shown as labelled records: part of the list above
CC(=O)Nc1ccc(S(=O)(=O)N(C)CC(=O)OCC(=O)NNC(=O)c2ccccc2F)cc1
  CHRM4 PAM: 4; CRFR2-BP ag: 0.6; CHRM1 PAM: 6; M4 ag: 0; CRFR2-BP antag: -5; CHRM5 PAM: 3; CHRM5 antagonist: 0; M5 ag: 1; CHRM4 antagonist: -1

Cc1ccc(C(=O)NCc2ccc3c(c2)OCO3)cc1S(=O)(=O)N1CCOCC1
  CHRM4 PAM: -1; CRFR2-BP ag: -0.5; CHRM1 PAM: -3; M4 ag: 2; CRFR2-BP antag: 6; CHRM5 PAM: -4; CHRM5 antagonist: 1; M5 ag: 1; CHRM4 antagonist: -2

Cc1c(C#N)c(O)n(CCO)c(=O)c1N=Nc1ccc2c(c1)COC2=O
  CHRM4 PAM: -15; CRFR2-BP ag: -1.3; CHRM1 PAM: -5; M4 ag: 2; CRFR2-BP antag: 9; CHRM5 PAM: -8; CHRM5 antagonist: 10; M5 ag: 1; CHRM4 antagonist: 14

CC1(C(=O)NS(=O)(=O)c2ccc3c(c2)CCO3)CCN1C(=O)CCc1ccc(Cl)cc1Cl (stereo not given)
  CHRM4 PAM: 6; CRFR2-BP ag: nt; CHRM1 PAM: 4; M4 ag: 1; CRFR2-BP antag: nt; CHRM5 PAM: 3; CHRM5 antagonist: 3; M5 ag: -3; CHRM4 antagonist: -11

CHRM4 antagonist, entries above that show a hit
SMILES | CHRM4 PAM | CRFR2-BP ag | CHRM1 PAM | M4 ag | CRFR2-BP antag | CHRM5 PAM | CHRM5 antagonist | M5 ag | CHRM4 antagonist
CCCOc1cc(N(CC)CC)ccc1/C=C(/C#N)c1nc2ccc(C)cc2[nH]1 | -33 | 107* | -12 | 31 | -137 | -19 | 56* | 39* | 45*

Source: PubChem
